# High-throughput results deposited in PubChem BioAssay by several laboratories.
# Rpn11 block = inhibitors of human proteasome Rpn11. O00487. human 26S proteasome, Ub4-pepOG fluorescence polarization; 20S core pre-blocked with epoxomicin. calls only at 20 µM. 360,000 tested, 0.59% active;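 active = inhibition at 20 µM, scaled to each plate's controls, above about 33%, limit read from the data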
# Target sequence (O00487 whole entry, looked up): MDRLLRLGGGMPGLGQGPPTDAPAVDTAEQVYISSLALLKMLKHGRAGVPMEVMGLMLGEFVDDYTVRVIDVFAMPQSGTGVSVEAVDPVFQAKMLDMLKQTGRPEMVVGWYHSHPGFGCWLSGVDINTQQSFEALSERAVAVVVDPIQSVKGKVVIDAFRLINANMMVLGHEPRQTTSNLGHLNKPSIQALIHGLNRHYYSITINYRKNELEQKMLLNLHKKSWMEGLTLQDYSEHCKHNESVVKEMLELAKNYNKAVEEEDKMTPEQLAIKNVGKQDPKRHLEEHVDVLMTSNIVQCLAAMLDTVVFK
# Neddyl block = cullin neddylation inhibition. P61081+Q13564. TR-FRET cullin neddylation, biochemical. calls only at 25 µM. 360,000 tested, 0.58% active. AID 651699; in the data active = inhibition above about 36%
# MT1-MMP act inh = blocks activation of human MT1-MMP; P50281; HT1080 RFP-PRO-GFP cells, GFP/RFP ratio fluorescence, overnight; percent of plate control window, DMSO zero; GFP/RFP ratio change, % at 20 µM; 360,000 tested, 0.061% active; AID 651647;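 active = GFP/RFP ratio change of at least 30% with cell ATP level not reduced by more than half and red fluorescence within 50% of control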; also: strong numbers were not always called active
#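 Material: RFP-PRO-GFP reporter HT1080 cells. Dosing: single-point 20 µM compound, 1% DMSO. Controls: DMSO and RFP-L50D-GFP cell wells. Timing: cells overnight before dosing, compound overnight, 37 °C, 5% CO2. Measure: GFP/RFP fluorescence ratio.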
# PABP1 MLLE inh = inhibitors of microRNA-mediated deadenylation, human PABP1 MLLE binding; inhibition, % at 20 µM; 360,000 tested, 0.36% active; P11940; GST-MLLE / FITC-PAM2 fluorescence polarization; in the data active = inhibition above about 35%, passing the limit was not always enough;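 also: plate controls were DMSO wells with GST-MLLE for no effect and wells lacking GST-MLLE protein for full effect; some results filed as inactive read as strong as hits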
# Target sequence (P11940 whole entry, looked up): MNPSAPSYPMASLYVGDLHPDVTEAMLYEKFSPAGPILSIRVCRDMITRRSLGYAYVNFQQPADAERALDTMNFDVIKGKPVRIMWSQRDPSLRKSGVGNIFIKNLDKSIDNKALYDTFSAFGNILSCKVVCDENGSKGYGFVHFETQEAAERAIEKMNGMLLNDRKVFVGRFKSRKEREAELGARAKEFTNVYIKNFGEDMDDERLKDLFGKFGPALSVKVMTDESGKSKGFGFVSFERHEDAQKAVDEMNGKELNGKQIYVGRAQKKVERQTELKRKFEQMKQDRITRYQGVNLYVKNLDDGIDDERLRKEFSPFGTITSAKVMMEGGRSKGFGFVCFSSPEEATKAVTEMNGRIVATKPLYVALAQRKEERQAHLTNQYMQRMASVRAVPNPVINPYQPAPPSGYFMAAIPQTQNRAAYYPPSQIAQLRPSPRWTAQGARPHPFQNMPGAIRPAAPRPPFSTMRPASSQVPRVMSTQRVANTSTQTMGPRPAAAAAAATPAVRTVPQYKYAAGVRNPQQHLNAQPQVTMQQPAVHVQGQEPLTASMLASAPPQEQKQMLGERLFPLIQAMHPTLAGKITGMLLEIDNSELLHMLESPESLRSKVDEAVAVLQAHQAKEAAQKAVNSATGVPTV
# Rin1 Abl inh = blocks binding of human Rin1 to Abl. P00519+Q13671. inhibition, % at 7.35 µM. 360,000 tested, 0.4% active. TR-FRET Rin1/Abl binding, biochemical; in the data active = inhibition above about 5%, passing the limit was not always enough
# SKN-1 inh = C. elegans SKN-1 inhibition; C. elegans VP596 Pgst-4::GFP/RFP ratio, acrylamide-induced, 24 h; inhibition, % at 21.8 µM; 360,000 tested, 0.49% active;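 active = interference check ratio from 0.5 to 1.5 plus GFP to RFP signal ratio inhibition reaching or exceeding a fixed threshold, cut at about 30% in these data, passing the limit was not always enough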; also: some compounds called inactive have numbers as strong as hits
# FAS-TE inh = blocks the thioesterase domain of human fatty acid synthase; P49327; recombinant FAS-TE, OMFH fluorogenic substrate, fluorescence endpoint; inhibition, % at 15 µM; 360,000 tested, 0.67% active; AID 602261;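 active = compounds whose normalised, plate-corrected inhibition of enzyme fluorescence in the single-dose primary screen is 50% or more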;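 also: 0% = DMSO with enzyme and 100% = substrate without enzyme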
# NadD inh = inhibitors of Staphylococcus aureus NadD; inhibition, % at 20 µM; purified NadD enzyme, colorimetric absorbance read-out; 360,000 tested, 0.78% active; AID 602399; in the data active = inhibition above about 26%; also: some compounds past the cut are filed as inactive
# CSN deneddyl inh = inhibitors of human CSN-mediated cullin deneddylation; Q92905; Purified CSN, SCF-Nedd8-OG deneddylation, fluorescence polarization; inhibition, % at 12.5 µM; 360,000 tested, 0.38% active;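 active = pattern-corrected inhibition above about 35%, with an unprinted fluorescence ratio check between 0.5 and 1.5, limit read from the data, passing the limit was not always enough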;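 also: 0% = enzyme with substrate and 100% = substrate without enzyme; some results filed as inactive read as strong as hits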
#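 Test system: Human Csn5 produced in HEK293T cells | Compound: 12.5 µM single point | Times: 90 min, room temperature | Signal: Fluorescence polarization readout | Read-out basis: % inhibition of substrate cleavage by Csn5 | Controls: no-enzyme wells high, enzyme-with-substrate wells low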
# Starred values were filed as active, the others as inactive; i = inactive; / = no result given.
# Value order – Rpn11 block	Neddyl block	MT1-MMP act inh	PABP1 MLLE inh	Rin1 Abl inh	SKN-1 inh	FAS-TE inh	NadD inh	CSN deneddyl inh
(1) COc1cccc(-c2cnc(C(O)c3cccc(CN4CCCCC4)c3)[nH]2)c1 (centres undefined)
    i	i	3	9	3	8	-7	-4	-1
(2) COc1ccc(-c2nc3scc(-c4ccccc4)n3n2)cc1
    i	i	7	-13	0	10	23	0	3
(3) O=C(CN1C(=O)/C(=C/c2cccc(Br)c2)SC1=S)N1CCCC1
    i	i	2	-4	0	4	-1	-3	-1
(4) O=C1C2C3C=CC(C4CC34)C2C(=O)N1/N=C/c1ccc(-c2ccc(F)cc2[N+](=O)[O-])o1 (centres undefined)
    i	i	-6	18	-3	16	18	4	0
(5) CN1CCN(c2ccc(NC(=O)c3ccc(Cl)cc3)cn2)CC1
    i	i	1	2	-6	-10	1	-5	4
(6) COC(=O)c1ccccc1NC(=O)c1ccc2c(c1)OCCO2
    i	i	-5	-3	-2	9	13	-7	2
(7) O=C(Nc1cccc(Cl)c1)N1CCN(C2c3ccccc3-c3ccccc32)CC1
    i	i	0	-5	0	-9	40	8	-3
(8) c1ccc(NCCCNc2ccccc2)cc1
    i	i	7	-6	-2	8	-1	-3	0
(9) O=[N+]([O-])c1ccc(CN2CC(N3CCC(Cc4ccccc4)CC3)CS2(=O)=O)cc1 (centres undefined)
    i	i	2	2	0	11	51*	-3	-5
(10) CCCC(NCC(=O)Nc1ccccc1C(=O)NC1CC1)c1ccccc1 (centres undefined)
    i	i	1	0	-1	11	-2	-2	-1
(11) NC(=O)C1=C[C@@H](c2ccccc2)C[C@@H](OCCCCO)O1
    i	i	2	8	3	2	-13	-6	-1
(12) COc1cccc(/C(N)=N/OC(=O)Cc2ccccc2[N+](=O)[O-])c1
    i	i	-3	13	-1	6	8	-5	5
(13) CCN1C(=C(C#N)C#N)C=Cc2ccccc21
    i	i	1	7	1	-4	35	6	0
(14) Cc1noc(C)c1NC(=O)Nc1ccc2c(c1)C(=O)N([C@H](C)CO)C[C@@H](C)[C@@H](CN(C)S(=O)(=O)c1cn(C)cn1)OCCCC[C@H](C)O2
    i	i	2	-1	-1	12	-10	-2	2
(15) CCN(CC)c1ncnc2sc3c(c12)CCC3
    i	i	-9	3	1	12	1	-1	3
(16) O=C(CNC(=O)c1ccc(Cl)cc1)OCCN1C(=O)c2ccccc2C1=O
    i	i	3	4	-1	-14	-10	-8	0
(17) CCNc1nc(NCC)n2c(SCC(=O)N(CC)C3CCCCC3)nnc2n1
    i	i	/	-5	1	5	-2	1	-1
(18) CCOc1ccc(C(=O)N2CCN(CCc3ccccc3)CC2)cc1OCC
    i	i	-3	-13	4	-1	-4	-7	-3
(19) CCc1c(O)cc2n(c1=O)-c1ccccc1C2(C)C
    i	i	0	6	4	-10	-9	-2	1
(20) Cc1cccc(OCCSc2nc3c([nH]2)c(=N)ncn3Cc2ccccc2)c1
    i	i	6	-1	4	12	0	1	6
(21) CC1(C)CC2CC(C)(CN2C(=O)CN2C(=O)c3ccccc3C2=O)C1 (centres undefined)
    i	i	8	-3	1	-1	-3	2	2
(22) COc1cc(C)nc(N(Cc2ccccc2)S(=O)(=O)c2ccc(C)cc2)n1
    i	i	-5	-4	-4	8	45	-4	1
(23) CCOC(=O)N1CCN(C(=O)C2CCC(=O)N2C(C)C)CC1 (centres undefined)
    i	i	-7	-7	-2	-15	-7	3	-4
(24) Nc1ccc(NC(=O)c2ccccc2)c2c1C(=O)c1ccccc1C2=O
    i	i	38*	18	-2	8	2	-2	-2
(25) COCCCNC(=O)CCC(=O)Nc1ccc2nc(N3CCOCC3)cc(C)c2c1
    i	/	5	6	1	-2	-9	-1	-2
(26) OC[C@@H]1CN(Cc2ccc(-c3ccccc3)cc2)C[C@H](n2cnc3c(Nc4ccccc4)ncnc32)O1
    i	/	-9	14	2	9	19	12	3
(27) N=c1c2c(-c3ccccc3)c(-c3ccccc3)n(Cc3ccco3)c2ncn1CCO
    i	i	-19	-15	-6	8	-5	-4	-3
(28) COc1ccc(NC(=O)CN(C)CC(=O)Nc2sc3c(c2C#N)CCC3)cc1
    i	i	-2	11	2	-12	8	7	5
(29) Cc1cccc(OCC(=O)N2CCC(c3ccccc3)C2)c1 (centres undefined)
    i	i	-4	4	-3	11	-4	-1	-1
(30) Cc1ccc(S(=O)(=O)N2[C@@H](c3ccc(F)cc3)C(C(=O)O)=CC[C@H]2c2cccs2)cc1
    i	i	2	-4	1	15	-5	2	3

# From compound 17 up to 20, copied from above:
# Value order – Rpn11 block	Neddyl block	MT1-MMP act inh	PABP1 MLLE inh	Rin1 Abl inh	SKN-1 inh	FAS-TE inh	NadD inh	CSN deneddyl inh
(17) CCNc1nc(NCC)n2c(SCC(=O)N(CC)C3CCCCC3)nnc2n1
    i	i	/	-5	1	5	-2	1	-1
(18) CCOc1ccc(C(=O)N2CCN(CCc3ccccc3)CC2)cc1OCC
    i	i	-3	-13	4	-1	-4	-7	-3
(19) CCc1c(O)cc2n(c1=O)-c1ccccc1C2(C)C
    i	i	0	6	4	-10	-9	-2	1
(20) Cc1cccc(OCCSc2nc3c([nH]2)c(=N)ncn3Cc2ccccc2)c1
    i	i	6	-1	4	12	0	1	6

# Next part
# Value order – Rpn11 block	Neddyl block	MT1-MMP act inh	PABP1 MLLE inh	Rin1 Abl inh	SKN-1 inh	FAS-TE inh	NadD inh	CSN deneddyl inh
(31) CC1(C)Cc2c(cnn2-c2ccccc2)C(NC(=O)C2(C(N)=O)CC2)C1 (centres undefined)
    i	i	-3	15	0	19	-6	2	3
(32) Cc1ccc(-c2cc(-c3ccccc3)nc(NN)n2)cc1
    i	i	-8	-9	-2	-2	-5	11	3
(33) CN(C)CCCN(C(=O)c1cc2ccccc2oc1=O)c1nc2c(F)cccc2s1
    i	i	0	23	-5	-6	-3	-2	-1
(34) Nc1ncnc2c1ncn2[C@@H]1O[C@H](CNS(=O)(=O)c2cc(S(=O)(=O)c3ccccc3)cs2)[C@@H](O)[C@H]1O
    i	i	0	-8	-1	4	-5	6	-4
(35) CC(CCc1ccccc1)NS(=O)(=O)c1ccc(Cl)c(C(=O)O)c1 (centres undefined)
    i	i	1	-5	3	-2	-1	0	-3
(36) CCNC(=S)Nc1ccc(Cc2ccncc2)cc1
    i	i	-4	-2	-2	0	-3	-2	-1
(37) O=C(O)C1CCCCN1S(=O)(=O)c1ccc2ccccc2c1 (centres undefined)
    i	i	4	-10	-4	2	-6	2	-1
(38) Cc1cc(C(=O)COC(=O)c2ccc(N)c([N+](=O)[O-])c2)c(C)n1Cc1ccc2c(c1)OCO2
    i	i	-7	-1	-2	11	35	13	-2
(39) CCN(c1ccccc1)c1nc2nonc2nc1NCCO
    i	i	-1	2	5	0	-3	4	-3
(40) O=C(/C=C/c1ccc2c(c1)OCO2)c1cccnc1
    i	i	-3	7	2	-10	-7	-4	0
(41) CCOC(CNC(=O)CCc1c(C)nc2ncnn2c1C)OCC
    i	i	1	2	1	11	-4	1	0
(42) Cc1ccc(/C=N/n2c(C)nc3ccccc3c2=O)o1
    i	i	1	2	-1	2	1	-1	-3
(43) O=C(NNC(=O)c1nn(-c2ccc(F)cc2)ccc1=O)c1ccccc1Cl
    i	i	1	-4	-3	9	-8	2	-5
(44) CCNC(=S)N1CCN(CC(=O)Nc2ccc(OC)cc2)CC1
    i	i	-1	-100	-2	17	0	0	0
(45) CN1[C@@H]2CC[C@H]1CC(OC(=O)C(CO)c1ccccc1)C2 (some centres undefined)
    i	i	0	-6	-3	-7	-7	2	-7
(46) c1ccc(CNc2ncnc3nc[nH]c23)nc1
    i	i	4	-1	0	11	-2	1	4
(47) O=C(Nc1cc(C(F)(F)F)cc(C(F)(F)F)c1)O[C@@H]1c2ccccc2[C@@H]2Cc3csc[n+]3[C@H]12
    /	i	-4	/	/	-1	-128	15	-1
(48) Cc1cccc(NC(=O)c2nc[nH]c2C(=O)N[C@@H](Cc2ccccc2)C(=O)OC(C)(C)C)c1
    i	i	1	-14	1	16	19	5	-2
(49) O=C(c1cccc(C(F)(F)F)c1)C1CCCN(C(=O)CN2CCCC2=O)C1 (centres undefined)
    i	i	3	-11	1	8	-2	-5	2
(50) Cc1c(C(=O)N/N=C/C(C)C)[nH]c2c([N+](=O)[O-])cccc12
    i	i	4	15	1	1	-9	-3	0
(51) COCCc1nnc(NC(=O)C23CC4CC(CC(C4)C2)C3)s1
    i	i	-3	5	1	-3	-1	-8	-1
(52) CN(C)CCCn1c(SCC(=O)N2CC(=O)Nc3ccccc32)nc2ccccc2c1=O
    i	i	-5	12	-1	-2	-2	-4	1
(53) CCc1cccc(NC2c3ccccc3C(=O)N2c2ccc(C)cn2)c1 (centres undefined)
    i	i	-3	-1	1	0	20	0	1
(54) CCc1nnc(NC(=O)c2oc3cc(C)c(C)cc3c2C)s1
    i	i	2	0	-5	-2	-8	3	1
(55) Cc1cc(-n2c(SCC(=O)NCCC3=CCCCC3)nc3n[nH]c(C)c3c2=N)ccc1Cl
    i	i	7	7	-23	-13	0	7	-3
(56) COc1ccc(S(=O)(=O)Cc2ccc(C(=O)N3CCN(c4ccccc4)CC3)o2)cc1
    i	i	-1	12	-2	-6	-4	-4	-4
(57) N#CNC(=Nc1ccc(Cl)cc1)Oc1ccccc1
    i	i	-2	5	-1	-5	2	-8	-2
(58) CCc1cc(=O)oc2cc(C)c(CN3CCCC(C)C3)c(O)c12 (centres undefined)
    i	i	-4	5	-2	-17	2	5	0
(59) C[C@H](NC(=O)c1ccccc1Cl)C(=O)NCc1cccs1
    i	i	0	-98	2	2	-10	-3	4
(60) COc1ccc(-c2[nH]ncc2/C=N/NC(=O)c2cccc([N+](=O)[O-])c2)cc1OC
    i	i	2	5	-2	-7	-6	6	-5
(61) CCOc1ccccc1NC(=O)C(OC(=O)c1ccccc1)c1ccccc1 (centres undefined)
    i	i	6	10	2	7	21	-5	-5
(62) O=C1C=C(NC(=O)Nc2ccc(Cl)c(Cl)c2)CCC1
    i	i	9	-4	0	5	4	8	-4
(63) COc1ccc2c(COC(=O)c3n[nH]c4ccccc34)cc(=O)oc2c1
    i	i	1	-23	-32	3	-26	21	38*
(64) CCOC(=O)C1CCCN(C(=O)c2cccnc2Oc2ccccc2)CC1 (centres undefined)
    i	i	2	8	0	-6	-10	2	0
(65) O=C(CCc1ccc(S(=O)(=O)NCCc2ccccc2)cc1)NCc1ccc2c(c1)OCO2
    i	i	0	2	-1	-8	4	-5	6
(66) CCOC(=O)c1cc(-c2nnc(-c3ccc(Cl)cc3)o2)c(C)nc1C
    i	i	9	-3	-2	4	32	3	-1
(67) C=CCOc1ccc(/C=C/C(C)=N\O)cc1
    i	i	-6	-5	-2	6	-11	3	0
(68) CN(C)c1ccc2c(=O)[nH][nH]c(=O)c2c1
    i	i	4	-28	-2	-1	-4	0	2
(69) Cc1ccc(-c2csc3ncnc(N4CCN(C(=O)c5ccco5)CC4)c23)cc1
    i	i	-9	-5	3	-5	19	9	7
(70) COc1ccc(CC(=O)Nc2ccc(S(=O)(=O)Nc3onc(C)c3C)cc2)cc1OC
    i	i	0	11	2	-10	-7	-5	0
(71) CC(=O)Nc1cc2c(cc1[N+](=O)[O-])-c1ccccc1C2=NO
    i	i	-2	-4	1	-4	-54	3	3
(72) C=CCc1c(C)nc(SCc2ccccc2)[nH]c1=O
    i	i	0	-3	3	19	-1	7	2
(73) O=C(CCn1nnnc1CN1CCOCC1)N1CCC(c2cccc(Cl)c2)C1 (centres undefined)
    i	i	2	-8	2	-4	-6	5	1
(74) CCOC(=O)CC1(C)SC(NC(C)=O)=NN1C(C)=O (centres undefined)
    i	i	0	1	5	-2	-11	-5	-1
